p-CIP stab down – p/CIP-EGFP fusion destabilizers, primary screen, fluorescence, F442A cells | Q05BA5 | 16 h | decrease of EGFP signal, % at 10 µM | hit rate 0.01% among 290,000 | AID 1984, 2009;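 active = EGFP signal decrease of at least 30% at 10 µM or well 3 SD below plate mean, unless failing retest; inactive = the rest, including hits failing retest or dose response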; also: some compounds called inactive have numbers as strong as hits; many of its hits are not listed in these tables
Target sequence (Q05BA5 1-1403): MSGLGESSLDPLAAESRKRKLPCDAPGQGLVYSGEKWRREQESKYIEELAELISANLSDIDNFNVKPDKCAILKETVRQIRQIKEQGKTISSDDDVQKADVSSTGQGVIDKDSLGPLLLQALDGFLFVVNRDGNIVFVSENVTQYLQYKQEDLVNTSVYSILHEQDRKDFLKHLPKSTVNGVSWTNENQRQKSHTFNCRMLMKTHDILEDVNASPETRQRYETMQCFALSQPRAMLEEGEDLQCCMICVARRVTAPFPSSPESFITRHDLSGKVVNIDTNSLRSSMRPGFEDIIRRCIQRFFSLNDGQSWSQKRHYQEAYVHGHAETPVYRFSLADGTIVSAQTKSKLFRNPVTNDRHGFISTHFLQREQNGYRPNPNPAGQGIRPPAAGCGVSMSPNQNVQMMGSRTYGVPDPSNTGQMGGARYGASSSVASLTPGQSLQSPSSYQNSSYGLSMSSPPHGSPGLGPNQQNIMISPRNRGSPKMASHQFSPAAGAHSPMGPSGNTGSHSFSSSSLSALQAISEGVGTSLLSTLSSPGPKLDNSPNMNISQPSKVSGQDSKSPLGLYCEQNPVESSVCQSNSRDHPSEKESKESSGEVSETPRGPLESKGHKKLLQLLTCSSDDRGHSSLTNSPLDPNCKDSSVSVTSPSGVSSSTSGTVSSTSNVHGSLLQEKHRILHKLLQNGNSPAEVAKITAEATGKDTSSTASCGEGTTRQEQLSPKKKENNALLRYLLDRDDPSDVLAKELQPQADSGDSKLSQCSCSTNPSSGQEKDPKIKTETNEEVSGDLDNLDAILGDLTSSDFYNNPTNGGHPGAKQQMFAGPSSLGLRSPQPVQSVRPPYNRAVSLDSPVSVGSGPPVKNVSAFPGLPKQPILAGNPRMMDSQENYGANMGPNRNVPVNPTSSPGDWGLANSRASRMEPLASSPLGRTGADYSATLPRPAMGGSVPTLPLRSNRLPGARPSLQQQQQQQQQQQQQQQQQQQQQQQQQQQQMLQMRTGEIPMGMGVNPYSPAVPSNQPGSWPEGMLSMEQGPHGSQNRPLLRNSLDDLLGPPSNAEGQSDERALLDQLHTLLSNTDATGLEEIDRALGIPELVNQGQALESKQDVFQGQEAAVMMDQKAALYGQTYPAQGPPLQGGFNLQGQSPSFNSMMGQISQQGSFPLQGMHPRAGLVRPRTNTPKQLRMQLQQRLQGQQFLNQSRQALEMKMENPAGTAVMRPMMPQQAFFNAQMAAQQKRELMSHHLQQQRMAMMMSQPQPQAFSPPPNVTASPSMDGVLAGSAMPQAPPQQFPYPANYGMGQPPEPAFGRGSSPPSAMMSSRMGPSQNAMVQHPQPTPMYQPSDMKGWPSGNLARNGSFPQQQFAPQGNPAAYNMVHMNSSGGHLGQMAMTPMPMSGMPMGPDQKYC
UBC9 SUMO inh – inhibitors of in vitro SUMOylation cascade, primary screen, biochemical, HTRF, uHTS; hit rate 0.36% among 290,000; HTRF SUMOylation assay, SAE1/SAE2 + UBC9; inhibition, % at 35 µM; SUMO-conjugating enzyme UBC9 (Homo sapiens), P63279; in the data active = inhibition above about 50%, passing the limit was not always enough; also: strong numbers were not always called active
IMP-1 inhibitor – IMP-1 metallo-beta-lactamase inhibitors, primary screen, biochemical, epi-absorbance readout, Pseudomonas aeruginosa enzyme. metallo-beta-lactamase IMP-1 (Pseudomonas aeruginosa). purified IMP-1, nitrocefin hydrolysis, epi-absorbance fluorescence. inhibition, % at 5.6 µM. hit rate 0.45% among 290,000;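 active = inhibition above the mean plus 3 SD of all compounds in the same screening run, cut at about 4.5% in these data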;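 also: 0% = IMP-1 with DMSO and 100% = DMSO wells lacking enzyme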
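System: purified IMP-1; amount: IMP-1 0.2 nM before substrate addition; compound: single dose, 5.6 µM; times: 25 °C, 15 min preincubation, 25 min reaction; signal: Epi-absorbance via hydrolysed-nitrocefin quenching of white-plate fluorescence, 480/530 nm, EDTA stop; benchmarks: DMSO with and without IMP-1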
FID counter – compounds displacing fluorescent DNA intercalator, primary screen, artefact control for HCV NS3 helicase inhibitor project, biochemical, FID fluorescence | DNA fluorescent intercalator displacement | inhibition, % at 7.9 µM | hit rate 0.17% among 290,000; in the data active = inhibition above about 37%;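 also: 0% = vehicle and 100% = reference compound; higher means more ethidium bromide displaced from hairpin DNA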
IDE inh – human IDE inhibitors in live cells, primary screen, fluorescence polarization, HEK cells, FAbetaB substrate; inhibition, % at 5.59 µM; FAbetaB cleavage; hit rate 0.41% among 320,000;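 active = percent inhibition above the average of all tested compounds plus 3 SD, set per screening campaign, cut at about 16% in these data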;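 also: IDE supplied by intact live HEK cells; FP after avidin binding of uncleaved biotin substrate so inhibition keeps polarization high; 0% = DMSO wells and 100% = 60 µM reference IDE inhibitor Ii1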
IDE act – human IDE activators in live cells, primary screen, fluorescence polarization, HEK cells, FAbeta-B substrate; activation, % at 5.96 µM; FAbeta-B cleavage; 0% vehicle, 100% cell-free pure enzyme wells; hit rate 0.073% among 340,000;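 active = activation above the mean of all tested compounds plus 3 SD, set per screening campaign, cut at about 17% in these data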
M18AAP inhibitor – PfM18AAP inhibitors, malaria aminopeptidase, primary screen, biochemical, QFRET, recombinant enzyme | hit rate 1.2% among 290,000 | M18 aspartyl aminopeptidase (Plasmodium falciparum 3D7) | inhibition, % at 7.35 µM | H-Glu-NHMec fluorogenic cleavage | AID 1822, 2009;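 active = inhibition above the campaign mean inhibition over all tested compounds plus 3 SD, cut at about 28% in these data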;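 also: 0% = plate median of test compound wells and 100% = 2 mM ZnCl2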
VIM-2 inh – VIM-2 metallo-beta-lactamase inhibitors, primary screen, biochemical, epi-absorbance readout, Pseudomonas aeruginosa enzyme. purified VIM-2, nitrocefin hydrolysis, epi-absorbance fluorescence. inhibition, % at 5.6 µM. hit rate 0.89% among 290,000. AID 1527, 2009;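 active = inhibition above the mean of all tested compounds plus 3 SD, cutoff set per screening run, cut at about 7.5% in these data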;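 also: red hydrolysis product quenches plate fluorescence so inhibitors raise well fluorescence; 0% = enzyme with DMSO and 100% = DMSO without enzyme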
NS3 helicase inh – inhibitors of HCV NS3 helicase, primary screen, biochemical, Cy5 molecular beacon fluorescence | inhibition, % at 10.9 µM | AID 1800, 2009 | Hepatitis C virus NS3 helicase | NS3 helicase DNA unwinding | hit rate 0.56% among 290,000;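 active = inhibition above the mean of all tested compounds plus 3 SD, set per campaign, cut at about 35% in these data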;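 also: 0% = DMSO wells and 100% = thioflavine S control wells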
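Material: hepatitis C virus NS3 helicase domain fragment enzyme; measured by: Cy5 fluorescence, 0 and 60 min reads; control set: DMSO and thioflavine S; incubation: 60 min unwinding reaction at 25 °C after ATP addition; read-out basis: % inhibition from 60/0 min fluorescence ratio, DMSO 0%, thioflavine S 100%; repeats: singlicate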
* hit, by the source's call; nt = no result given.

SMILES	p-CIP stab down	UBC9 SUMO inh	IMP-1 inhibitor	FID counter	IDE inh	IDE act	M18AAP inhibitor	VIM-2 inh	NS3 helicase inh
CCC(C)C(=O)Nc1cc([N+](=O)[O-])ccc1Cl (stereo not given)	-7	-7	-0.3	0	10	-1	-2	2.1	8
O=C(CNC(=O)c1cccs1)N=Nc1c(O)[nH]c2ccc(Br)cc12	-3	8	-1.8	-3	0	7	6	-3.0	11
CCCCNC(=O)/C=C/c1ccc(S(=O)(=O)Nc2ccc(OC)cc2)cc1	2	-7	-3.0	-19	4	-7	7	-4.5	-5
O=C(Nc1cc(C(F)(F)F)ccc1F)C1CCC1	2	6	-1.4	2	4	-1	3	-0.6	-3
CCOC(=O)Cn1c(CN(Cc2ccccc2)Cc2ccccc2)nc2c1c(=O)n(C)c(=O)n2C	0	5	-3.0	-41	2	0	2	-3.4	-9
O=C(c1cccc(S(=O)(=O)N2CCCC2)c1)c1nnc(-c2ccncc2)o1	-7	16	-4.0	-3	2	0	2	-1.1	11
CCN(CC)S(=O)(=O)c1ccc(NC=C(C#N)C#N)cc1	1	-17	-3.3	2	4	2	1	-2.4	3
O=C(CNC(c1ccccc1)c1ccccc1)Nc1ccccc1Br	-5	-9	-0.8	-24	-1	1	4	0.7	-12
Cc1n[nH]c(=S)n1-c1ccc(Cl)cc1	-10	8	-3.7	17	-1	1	22	-0.4	3
Cc1ccc([N+](=O)[O-])c(OCCN2C(=O)NC(C)(C)C2=O)c1	-6	-14	-0.9	-2	2	2	-3	-0.6	-9

Single records (already shown).
`CCCCNC(=O)/C=C/c1ccc(S(=O)(=O)Nc2ccc(OC)cc2)cc1` is listed as p-CIP stab down = 2; UBC9 SUMO inh = -7; IMP-1 inhibitor = -3.0; FID counter = -19; IDE inh = 4; IDE act = -7; M18AAP inhibitor = 7; VIM-2 inh = -4.5; NS3 helicase inh = -5
`CCC(C)C(=O)Nc1cc([N+](=O)[O-])ccc1Cl` (stereo not given) is listed as p-CIP stab down = -7; UBC9 SUMO inh = -7; IMP-1 inhibitor = -0.3; FID counter = 0; IDE inh = 10; IDE act = -1; M18AAP inhibitor = -2; VIM-2 inh = 2.1; NS3 helicase inh = 8

(list continues)
SMILES	p-CIP stab down	UBC9 SUMO inh	IMP-1 inhibitor	FID counter	IDE inh	IDE act	M18AAP inhibitor	VIM-2 inh	NS3 helicase inh
CCC(=NCCc1c(C)[nH]c2ccccc12)C1=C(O)CC(c2ccccc2)CC1=O (stereo not given)	-5	4	0.0	-2	3	0	0	2.0	3
CC(C)(C)OC(=O)[C@H](Cc1ccccc1)NC(=O)c1nc[nH]c1C(=O)N1CCN(C(=O)OC(C)(C)C)CC1	-6	1	-3.9	-49	5	5	3	-2.8	-15
COc1ccc(/C=N/OCC(=O)N2CCCC2)c(OC)c1	-25	13	-3.9	2	5	4	-1	0.0	-5
CCOC(=O)N1CCN(C(=S)Nc2ccc(C)cc2C)CC1	-11	-1	-1.3	-2	6	-4	3	-2.5	3
Cc1c(CCCN)c2ccccc2n1Cc1ccccc1	-9	-7	-2.6	19	2	7	0	-2.6	-66
CCN(Cc1ccccc1)C(=O)CN1C(=O)COc2ccc(S(=O)(=O)NC3CCCC3)cc21	6	7	-2.0	-43	-2	-5	0	-1.1	-4
Oc1c(Br)cc(Br)cc1/C=N/n1c(-c2ccccc2)n[nH]c1=S	13	3	22*	-1	-3	1	15	-0.7	28
Cc1nc2c(sc(=S)n2Cc2ccco2)c(=O)n1CC(=O)Nc1ccc(F)cc1	4	28	-2.5	-12	6	7	6	-1.8	11
O=C(CSc1nc2ncc(Br)cc2[nH]1)c1cccc([N+](=O)[O-])c1	5	14	-3.7	3	0	3	-4	-3.5	11
C/C(=N\NC(=O)COc1ccccc1[N+](=O)[O-])c1cccs1	-11	18	-1.6	-2	12	3	-8	2.6	-3
O=C(N/N=C/c1cc(Cl)cc([N+](=O)[O-])c1O)c1ccccc1NS(=O)(=O)c1cccs1	-8	100*	-17	-3	0	0	0	-2.3	1
Cc1oc(-c2ccc(Cl)cc2)nc1CS(=O)CC(=O)NCc1ccccn1 (stereo not given)	-4	6	0.3	-30	3	-5	-1	-1.4	0
Cc1ccc(S(=O)(=O)N(CCCO)CC(O)CON=C2c3ccccc3-c3ccccc32)cc1 (stereo not given)	-15	-13	-3.0	-16	7	0	-8	0.2	-15
CC1=C(C)CC(C(=O)NNC(=O)c2csc3c2CCC(C(C)(C)C)C3)C(C(=O)O)C1 (stereo not given)	1	-20	-2.0	-21	3	4	2	-2.3	9
CCCNC(=O)c1ccc2c(c1)nc(C)n2-c1cccc(C)c1	-13	17	-3.4	-33	2	-2	-1	-1.9	7
O=C(Cc1ccc(-c2ccccc2)cc1)Nc1ncccc1O	1	3	33*	-23	0	3	10	-4.7	12
O=C(c1cc(Cl)ccc1Cl)N1CCOCC1	-13	36	-2.8	0	0	-1	1	-1.5	-8
CCCCCCCCOC(=O)C(NC(=O)CCC(=O)Nc1ccc(S(N)(=O)=O)cc1)C(O)c1ccccc1 (stereo not given)	8	9	-3.5	1	3	0	-8	1.4	-6
Cc1ccc(N=C2NC(=O)/C(=C\c3ccco3)S2)cc1	-1	62	-1.6	-13	-4	-3	3	-4.9	40*
CC(=O)CCn1cnc([N+](=O)[O-])n1	-9	-2	-1.5	1	11	-6	2	-2.1	-7
COc1ccc(NC(=O)C2CC(=O)N(c3cc(C)ccc3C)C2)cc1 (stereo not given)	-5	24	-3.9	-19	10	-1	-1	-2.2	-6
CCOC(=O)c1c(NC(=O)CSc2nnc3c(Cl)cc(Cl)cn23)sc2c1CCC2	-15	21	-5.3	-23	-2	-6	5	0.5	26
S=C(Nc1ccc(Br)cc1)Nc1ccc2c(c1)OCCO2	-6	14	-0.9	-9	9	6	7	-4.8	20
CCOP(=O)(OCC)C(NC(=O)Nc1ccc(C)cc1)C(N)=O (stereo not given)	0	12	-1.6	-4	8	nt	-1	-3.5	-17
CCCCN(C)CCNC(=O)C(NC(=O)C1CCC(C)CC1)C(C)C (stereo not given)	3	-21	-4.7	4	-5	-5	-6	-2.2	0
OCCNCC(O)Cn1c2ccccc2c2ccccc21 (stereo not given)	-13	5	-0.1	14	0	0	-11	2.8	-9
O=C(Nc1ccccc1F)Oc1cccc(OC(=O)Nc2ccccc2F)c1	-9	10	-2.8	-5	2	-4	8	-1.8	1
O=c1c2ccccc2ncn1-c1ccc(Br)cc1[N+](=O)[O-]	-11	8	-0.5	3	nt	4	-12	0.5	-6
O=c1c2nccnc2[nH]c(=S)n1Cc1ccccc1Cl	-1	-1	-4.0	-4	-4	3	6	-3.5	-4
Cn1c(-c2ccccc2)cnc1SCc1nc2ccccc2c(=O)[nH]1	-7	4	-1.5	-9	1	-1	11	-1.1	-2
Cc1nc2cc(C(F)(F)F)ccc2n1C	-7	19	-2.6	-4	8	-7	-13	-2.2	3
Cc1c(Cl)cccc1S(=O)(=O)Nc1ccnn1C	-2	0	-1.6	-16	4	2	-2	-0.5	8
Cc1ccc(S(=O)(=O)N(C)C)cc1NC(=O)CCNC(=O)c1ccco1	-2	-8	-5.2	-8	10	-2	-4	-1.3	0
CC(=O)NC(N(C#N)c1nc(Cl)nc(N(C)C)n1)C(Cl)(Cl)Cl (stereo not given)	4	3	-2.6	-6	0	7	0	-3.7	-3
O=C1CCCN1Cc1ncnn1-c1ccccc1	-5	-6	-2.4	2	-4	4	-9	-1.1	-1
O=C(NCCCn1ccnc1)c1sc2cccc(F)c2c1Cl	0	13	1.2	7	7	1	-3	1.4	-12
Cc1c(NC(=O)c2ccc(Cl)s2)c(=O)n(-c2ccccc2)n1C	-16	11	-4.1	1	-6	2	1	-3.9	-9
CCn1c(CNC(=O)c2ccco2)nnc1SCC(=O)c1ccc(F)cc1	-2	3	-3.4	-17	-7	5	4	-2.7	3
N#CC1=C(N)NC(=S)C(C(N)=O)C1c1ccc(Cl)cc1Cl (stereo not given)	-7	-1	0.1	-2	5	-26	30*	-0.2	1
O=S(=O)(Cc1ccccc1)N1CCN(Cc2ccc(F)cc2Cl)CC1	2	6	0.7	-29	5	9	1	-1.0	-7
COc1cccc(N(C(=O)Cn2nnc(-c3ccc(C)o3)n2)C(C(=O)NC(C)(C)C)c2cccs2)c1 (stereo not given)	5	4	-2.3	-13	0	0	2	0.5	-1
Cc1cccc(N2CCN(S(=O)(=O)c3ccc4c(c3)C(C)(C)C(=O)N4C)CC2C)c1 (stereo not given)	2	-7	-0.6	-61	4	6	5	0.3	-15
CCC(=O)N1CCN(c2cc(C)ccc2C)CC1	-1	-6	-2.9	-4	3	-1	-1	-0.7	2
COc1cccc(C2=NOC(C(=O)NCCCn3ccnc3)C2)c1 (stereo not given)	-19	-12	-7.3	-4	-2	8	6	-2.3	-1
Cc1cc(=O)oc2cc(OCc3ccc(S(=O)(=O)N4CCOCC4)cc3)ccc12	-7	8	-4.5	-3	1	9	-8	-1.8	10
O=C(Nc1cccc(Cl)c1)c1ccc(F)c(S(=O)(=O)NCc2cccs2)c1	2	-10	-2.5	1	2	-2	13	-2.0	-2
Cc1ccc2c(n1)CC(C)(C)C/C2=N\O	10	24	-3.6	-2	8	5	3	-2.1	3
O=C(NC1CCCCC1)C(c1ccc(F)cc1)N(C(=O)c1cccs1)c1ccc2c(c1)OCO2 (stereo not given)	-15	35	-1.9	-1	-2	3	-2	-2.5	1
CC(C)(C)c1cc(NC(=O)CSc2nnc(NCc3ccccc3)s2)n(-c2ccccc2)n1	-3	-14	-2.3	-33	-3	5	-2	-1.5	8
COc1ccc(-n2c(=S)[nH]c3cc(C(=O)NCc4ccco4)ccc3c2=O)c(OC)c1	-11	12	-0.6	-11	7	1	-1	-6.2	2
Further records.
SMILES	p-CIP stab down	UBC9 SUMO inh	IMP-1 inhibitor	FID counter	IDE inh	IDE act	M18AAP inhibitor	VIM-2 inh	NS3 helicase inh
Cc1ccc(NS(=O)(=O)c2c(C)nc3sccn3c2=O)c(C)c1	-9	9	-7.0	-21	8	3	0	-2.1	2
Oc1c(CN2CCN(c3ccccn3)CC2)cc(Cl)c2cccnc12	7	-38	-3.3	-9	0	1	8	0.5	-5
CC(C)C(NC(=O)/C(=C/c1ccco1)NC(=O)c1ccc(Br)o1)C(=O)O (stereo not given)	-4	12	-2.6	-12	0	2	15	-3.5	9
O=C(O)CCCCCNC(=O)Nc1ccc2c(c1)OCCO2	-2	8	-2.3	-2	6	7	-1	-3.0	-5
FC(F)(F)c1nc2ccccc2n2c(-c3c(Cl)cccc3Cl)nnc12	-1	-14	-2.2	-1	5	2	2	-1.1	0

Screening results from PubChem.
